# LAP4-GFP MLPCN: modulators of LAP4-GFP expression in yeast, primary screen, S. cerevisiae, multiplex flow cytometry, MLPCN library; 3 h; median GFP as percent of DMSO wells; 320,000 tested, 0.34% active; AID 2023, 2009; GFP response vs DMSO, % at 10 µM;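 active = GFP response vs DMSO above a set limit, about the screen mean plus 3 SD, cut at about 150% in these data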
# RPL19A-GFP yeast: RPL19A-GFP expression modulators in yeast, primary screen, cell-based, S. cerevisiae, multiplex flow cytometry, MLPCN. S. cerevisiae RPL19A-GFP strain, 3 h; stronger effect = lower value. percent response vs DMSO, % at 10 µM. 330,000 tested, 0.3% active. AID 2025, 2009;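 active = percent response vs DMSO below 50%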;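 note: median channel GFP fluorescence of the barcoded RPL19A-GFP strain; ratio of sample median GFP to plate DMSO average so 100% = DMSO; lower means less RPL19A-GFP as with rapamycin TOR inhibition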
# AHR act: AHR activators, primary screen, cell-based, luminescence, luciferase reporter, human | Aryl hydrocarbon receptor (Homo sapiens), P35869 | AHR-responsive luciferase reporter cells | activation, % at 5 µM | 320,000 tested, 2.5% active | AID 2796, 2010; in the data active = activation above about 47%;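 note: 0% = vehicle wells and 100% = reference agonist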
# Target sequence (P35869 whole entry, looked up): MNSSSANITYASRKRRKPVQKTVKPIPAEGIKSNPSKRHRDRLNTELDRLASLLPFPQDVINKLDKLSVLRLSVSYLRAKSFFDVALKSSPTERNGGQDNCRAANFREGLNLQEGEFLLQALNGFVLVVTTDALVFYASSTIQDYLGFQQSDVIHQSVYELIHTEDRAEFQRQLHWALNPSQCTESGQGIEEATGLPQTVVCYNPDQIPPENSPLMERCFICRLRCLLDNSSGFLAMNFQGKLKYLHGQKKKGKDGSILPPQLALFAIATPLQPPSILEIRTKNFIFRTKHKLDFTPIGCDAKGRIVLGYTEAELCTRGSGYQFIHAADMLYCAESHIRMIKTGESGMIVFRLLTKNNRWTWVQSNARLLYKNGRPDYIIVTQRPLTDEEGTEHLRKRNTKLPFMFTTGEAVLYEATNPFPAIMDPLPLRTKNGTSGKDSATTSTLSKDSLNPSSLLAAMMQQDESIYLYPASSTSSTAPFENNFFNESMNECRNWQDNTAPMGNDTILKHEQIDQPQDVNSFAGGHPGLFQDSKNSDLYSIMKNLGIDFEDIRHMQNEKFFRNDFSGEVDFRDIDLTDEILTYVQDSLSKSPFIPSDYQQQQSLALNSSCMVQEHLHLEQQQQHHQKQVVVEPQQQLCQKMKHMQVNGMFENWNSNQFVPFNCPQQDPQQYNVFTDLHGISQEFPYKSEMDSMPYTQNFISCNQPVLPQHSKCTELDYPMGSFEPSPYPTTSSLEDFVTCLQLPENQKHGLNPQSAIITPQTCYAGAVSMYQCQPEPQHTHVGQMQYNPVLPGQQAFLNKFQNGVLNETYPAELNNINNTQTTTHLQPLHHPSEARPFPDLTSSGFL
# MEP2 TOR yeast: modulators of MEP2-GFP levels in yeast, primary screen, S. cerevisiae, multiplex flow cytometry, MLPCN library | GFP response vs DMSO, % at 10 µM | S. cerevisiae MEP2-GFP strain, 3 h; 100% = DMSO control level | 330,000 tested, 0.51% active;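 active = GFP response versus DMSO above a set limit, roughly screen mean plus 3 SD, cut at about 180% in these data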;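 note: median GFP fluorescence of the barcode-gated MEP2-GFP cells per well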
# Yeast superoxide: reduction of superoxide in aged yeast, primary screen, HTS; S. cerevisiae aged cells, superoxide DHE fluorescence; stronger effect = lower value; superoxide response (% of plate mean), % at 10 µM; 330,000 tested, 0.18% active; AID 2690, 2010;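 active = superoxide response under a set limit, about three screen SD below normal, cut at about 65% in these data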;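 note: yeast aged for seven days with compound at 30 °C before DHE staining; 100% = average MFI of all compound-treated wells on the plate with controls excluded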
# AGP1-GFP MLPCN: modulators of AGP1-GFP expression in yeast TOR pathway, primary screen, cell-based, multiplex flow cytometry, S. cerevisiae, MLPCN library. 3 h; GFP as percent of DMSO wells. GFP response vs DMSO, % at 10 µM. 320,000 tested, 0.02% active;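 active = GFP response relative to DMSO above a set limit, near screen average plus 3 SD, cut at about 150% in these data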;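 note: median GFP channel fluorescence of the gated AGP1 strain per well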
# Efflux pump inh: inhibitors of Candida efflux pumps in yeast, primary screen, S. cerevisiae, Nile Red, multiplex | inhibition, % at 10 µM | S. cerevisiae Candida pump triplex | 330,000 tested, 0.44% active;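 active = plate passing quality check with inhibition over a set limit, or well fluorescence over plate mean plus 4 SD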;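 note: Nile Red retained in pooled yeast measured as flow cytometry median fluorescence; 0% = buffer negative control and 100% = Enniatin B positive control; higher means more Nile Red kept so more efflux inhibition; some compounds called inactive have numbers as strong as hits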
# CIT2 TOR yeast: modulators of CIT2-GFP expression in yeast, primary screen, S. cerevisiae, GFP fusion, multiplex flow cytometry, MLPCN library | S. cerevisiae CIT2-GFP strain, 3 h; 100 means same as DMSO wells | GFP response vs DMSO, % at 10 µM | 320,000 tested, 0.065% active;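 active = GFP response relative to DMSO above a set limit, near the screen mean plus 3 SD, cut at about 150% in these data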;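 note: ratio of well median GFP fluorescence to mean of DMSO wells on the plate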
# Starred values were filed as active, the others as inactive; x = not tested or not shown.
SMILES,LAP4-GFP MLPCN,RPL19A-GFP yeast,AHR act,MEP2 TOR yeast,Yeast superoxide,AGP1-GFP MLPCN,Efflux pump inh,CIT2 TOR yeast
Cc1nc(SCc2nc3c(O)cccc3[nH]2)c2oc3ccccc3c2n1,93.5,93.5,20.8,101.2,105.1,97.9,-0.1,88.2
CN1C(=O)NC(c2ccccc2)C2=C1CN(Cc1ccccc1)C2=O (configuration not stated),98.6,103.0,2.4,102.8,108.8,94.4,0.2,96.5
CCOC(=O)c1cc(-c2cccnc2)nn1-c1ccccn1,95.7,97.5,2.9,95.3,94.1,99.6,-0.1,104.9
O=C(CCSc1ccccc1)Nc1nc2c(s1)COc1ccccc1-2,107.8,101.8,52.0*,103.2,79.0,100.0,-0.2,94.6
Cc1cc(C(=O)CCC(=O)NCC(=O)Nc2c(C)cccc2C)c(C)s1,102.3,102.0,0.9,104.7,99.5,106.2,-0.4,110.7
Cc1cc(=O)[nH]c(Nc2ccc(Cl)cc2)n1,110.8,107.0,5.5,102.4,116.3,112.7,-0.1,105.2
COc1ccc(-c2nc(CS(=O)CC(=O)NCCCN3CC(C)CC(C)C3)c(C)o2)cc1OC (configuration not stated),93.0,95.8,0.7,101.0,98.9,96.0,0.1,90.8
C=CCN(c1nc(C)cc(OC)n1)S(=O)(=O)c1ccccc1,97.2,101.6,-3.2,101.7,98.2,99.9,0.2,106.0
CCOC(=O)CC1=CC(C)(CC(=O)OCC)C(C#N)(C#N)C(N)=C1C#N (configuration not stated),99.7,97.4,0.3,104.3,107.0,101.2,0.0,97.5
CC(C)(C)c1ccc(C(=O)Nc2ccc(C=C(C#N)C#N)cc2)cc1,103.0,102.5,-6.1,96.5,108.4,97.8,-0.1,100.3
COc1cc(C)ccc1OC(C)C(=O)Nc1ccc(N2CCCCC2)cc1 (configuration not stated),96.2,94.9,3.1,94.5,89.6,95.1,0.3,96.1
Cc1cc(C(=O)Nc2ccccc2N2CCOCC2)c2ccccc2n1,92.3,88.5,2.2,90.2,97.0,93.6,-0.1,92.1
C=CCOc1ccccc1CN1CCC(C(=O)Nc2cccc(-c3ccn[nH]3)c2)CC1,94.5,102.0,0.0,96.8,82.5,106.1,0.0,104.1
O=C(CSc1nnnn1C1CCCC1)NCCc1ccccc1,97.5,101.7,6.5,98.5,104.0,91.9,0.1,101.0
O=C(O)c1ccccc1SCC(=O)N1CCc2ccccc21,99.4,98.1,26.1,100.3,105.8,101.8,-0.2,101.5
CCSc1nc2[nH]ncc2c(=O)[nH]1,89.4,103.0,1.3,98.3,117.5,97.8,0.3,98.4
Cc1ccc(S(=O)(=O)CCC(=O)Nc2cccc(S(=O)(=O)N3CCCCCC3)c2)cc1,104.7,98.9,0.0,95.5,94.0,94.4,-0.1,90.8
C/C(=N/NC(=O)c1cccs1)c1ccc(NC(=O)COc2ccc(Cl)cc2Cl)cc1,86.2,98.2,5.2,97.4,105.0,95.5,0.1,x
Cc1ccc2nsnc2c1NC(=O)c1cccc([N+](=O)[O-])c1,98.8,101.7,13.7,103.3,104.9,96.4,-0.2,102.8
Cc1cc(C)nc(SCCC(=O)Nc2ccccc2)n1,96.0,98.4,-2.6,94.2,77.2,96.2,0.0,97.1
CCOC(=O)N1CCC(NC(=O)c2ccc(OC)c(CN3CC(=O)N4CCCC4C3=O)c2)CC1 (configuration not stated),x,97.8,-2.4,95.7,79.1,97.7,0.0,87.6
O=C(C1CCC(CNc2c(N3CCCC3)c(=O)c2=O)CC1)N1CCc2ccccc21 (configuration not stated),109.0,103.5,9.7,107.9,105.7,102.4,-0.2,113.7
CCc1c(-c2ccccc2)nc(N)c(C#N)c1-c1cccs1,97.5,104.2,0.8,106.5,109.1,100.4,-0.1,108.0
C1CCCC(N2CCNCC2)CC1,100.3,101.2,-2.3,105.3,115.4,106.6,0.0,100.3
CCOc1ccc(NS(=O)(=O)c2c(C(=O)N3CCCCCC3)c(C)n(C)c2C)cc1,86.0,89.7,-0.6,116.6,108.1,91.2,-0.1,98.1
CC(=O)Nc1c(C(=O)O)oc2ccc(Cl)cc12,87.3,100.5,18.2,102.5,95.8,98.8,-0.2,91.7
O=C(CCc1ccc(S(=O)(=O)NCCc2ccccc2)cc1)Nc1ccc2c(c1)OCO2,103.4,97.3,7.8,108.4,100.3,99.5,0.0,94.8
C[C@H]1COC(=O)[C@@H](CC(=O)OC(C)(C)C)C/C=C\C[C@H](CC(=O)NCCO)C(=O)N1,100.0,95.1,-1.0,95.4,232.9,93.0,0.0,88.1
Cc1c(C)c2ccc(Oc3ccc([N+](=O)[O-])cc3C(F)(F)F)c(C)c2oc1=O,101.0,101.0,13.6,106.3,99.0,102.3,0.0,92.1
Cc1ccc(C(=O)NN2C(=O)C3C4C=CC(C4)[C@@H]3C2=O)cc1 (some centres not stated),106.4,92.6,2.7,94.7,96.4,102.0,-0.1,96.3
O=C(CN1CCN(C(=O)CN2C(=O)NC3(CCCC3)C2=O)CC1)Nc1cccc(F)c1,99.8,103.2,0.3,100.6,100.2,103.1,-0.3,103.8
CCC(=O)c1cc2c(cc1NC(=O)c1ccccc1)OCCO2,92.9,99.7,17.5,102.6,103.1,104.3,0.0,102.5
CCOC(=O)C1=C(N)n2c(s/c(=C/c3ccccc3)c2=O)=C(C(=O)OCC)C1c1ccccc1 (configuration not stated),112.1,103.2,1.6,109.5,110.5,103.1,0.1,108.8
COc1ccccc1C(=O)COC(=O)CN1C(=O)c2ccccc2C1=O,91.8,93.7,-5.7,99.3,97.8,88.0,0.0,94.7
CC(OC(=O)c1ccccn1)C(=O)Nc1ccc(C(F)(F)F)cc1 (configuration not stated),102.8,94.5,3.1,98.2,91.8,96.8,0.1,88.1
CCCCCCC1/C(=N\NC(=O)c2ccccc2)CCC1C(=O)OC (configuration not stated),89.3,103.2,7.5,102.2,112.7,99.7,0.1,102.1
CCCCn1c(SCc2cccc([N+](=O)[O-])c2)nc2ccsc2c1=O,92.2,99.3,-0.2,95.5,88.0,98.7,-0.6,94.9
CC(=O)N(c1nc(CCl)cs1)c1cccc(C)c1C,93.9,104.0,3.0,101.5,87.2,104.7,-0.1,100.5
COC(=O)c1c(C)[nH]c(C(=O)COc2ccc3ccc(=O)oc3c2)c1C,83.4,92.0,13.3,87.4,135.0,92.4,0.5,95.1
CC(C)C(O)C1CCN(Cc2nc(Cc3ccccc3Cl)no2)CC1 (configuration not stated),99.0,105.1,0.0,107.0,83.6,101.1,0.0,104.0
Cc1ccc(NC(=S)Nc2cc(C)on2)cc1,114.0,98.4,10.4,105.3,115.7,101.6,0.0,93.3
COc1ccccc1C(C)NS(=O)(=O)c1cccs1 (configuration not stated),113.0,99.1,-1.2,100.8,81.2,101.9,-0.2,102.6
CCCCOC(=O)C1=C(C)NC(=O)NC1c1ccc(OC)cc1 (configuration not stated),93.8,104.4,-1.5,100.7,105.0,102.1,0.1,103.9
CC(=O)Nc1ccc(NC(=O)COC(=O)c2ccco2)cc1,100.6,103.5,1.5,99.5,90.7,112.4,-0.1,103.5
Cc1ccc2[nH]cc(CCNC(=O)Nc3ccccc3)c2c1,102.5,95.7,-6.6,102.9,115.7,96.4,0.0,98.5
CCn1cc(CN2CCN(Cc3ccccc3)C(CCO)C2)c2ccccc21 (configuration not stated),79.9,101.6,9.4,93.1,105.5,97.6,-0.1,97.9
O=C(NC1CC1)C1CC(=O)N(c2ccc(F)cc2)C1 (configuration not stated),103.2,109.6,1.2,108.9,96.1,106.3,0.0,106.3
O=C(NCCc1ccc(Cl)cc1)c1n[nH]c2ccccc12,90.7,93.4,32.8,98.8,90.5,85.8,0.1,84.0
CN(C)/C=C1\SC(=S)N(c2ccc(Br)cc2)C1=O,122.2,98.2,6.1,101.9,96.2,113.8,-0.1,89.1
COc1cc(C(=O)Nc2nnc(CC(C)(C)C)s2)c([N+](=O)[O-])cc1OC,81.0,112.7,0.7,98.3,99.9,89.4,-0.8,117.6
Cc1cc(C)cc(N(CC(=O)NC2CCCCC2)C(=O)CNC(=O)c2ccco2)c1,94.1,105.0,3.2,101.6,87.8,99.8,-0.1,102.9
C=CCOC(=O)C1=C(C)Nc2nnnn2C1c1cccs1 (configuration not stated),101.6,108.3,3.2,86.8,100.2,110.2,0.0,116.9
O=C(CSc1nnc(CNC(=O)c2ccccc2)o1)c1ccc(Cl)cc1,91.3,101.9,2.7,97.2,100.1,97.3,0.0,100.5
CNc1ccncc1S(=O)(=O)NC,91.7,101.1,-0.3,102.7,92.5,96.0,-0.2,98.6
Clc1ccccc1-c1cc(COc2ccc3ccccc3c2)no1,97.0,86.2,-2.2,102.2,93.7,90.2,0.0,92.9
O=C(N/N=C/c1ccncc1)c1cc(Br)ccc1OCc1ccccc1,101.5,104.7,38.1,108.8,105.1,102.4,0.0,103.3
COc1cccc(NC(=O)Nc2cc(C(=O)NC(C)C)ccc2N2CC3CC(C2)c2cccc(=O)n2C3)c1 (configuration not stated),103.4,102.6,1.3,97.5,113.1,111.1,-0.1,102.4
CCOC(=O)c1c(-c2ccccc2)oc2ccc(OCC(=O)NNC(=O)CCCC(=O)O)cc12,90.5,107.0,x,105.7,99.6,97.7,0.0,97.1
O=C(COc1ccc(S(=O)(=O)N2CCOCC2)cc1Cl)NCC1CCCO1 (configuration not stated),106.1,100.7,1.6,97.9,99.5,107.6,-0.1,106.2
Cc1ccccc1NC(=O)NC1CCCc2ccccc21 (configuration not stated),91.2,99.2,6.6,89.5,100.3,96.2,-1.3,98.1
# (more compounds)
SMILES,LAP4-GFP MLPCN,RPL19A-GFP yeast,AHR act,MEP2 TOR yeast,Yeast superoxide,AGP1-GFP MLPCN,Efflux pump inh,CIT2 TOR yeast
COc1ccc(CCN(C)C2CCCN(S(=O)(=O)c3ccc(C)cc3)C2)cc1OC (configuration not stated),98.5,107.3,-0.1,101.6,100.7,109.1,0.0,113.5
O=C(O)c1cccc(NC(=O)c2cn(-c3ccccc3)nc2-c2cccc(Br)c2)c1,92.2,97.0,-1.5,97.9,105.7,91.1,0.0,92.2
CC1(C)C(=O)C2(CCCC2)C(=O)OC1c1ccco1 (configuration not stated),105.0,100.8,-3.5,106.2,96.8,103.9,0.0,105.7
Cc1cc(C(C)(C)C)ccc1OCCN(C)C,93.0,89.3,-0.1,95.5,92.6,90.6,0.0,93.2
CCN(CC)S(=O)(=O)c1ccc(N2CCN(C)CC2)c(NC(=O)Nc2ccccc2F)c1,98.7,102.3,1.4,101.0,100.1,109.8,0.0,103.8

# An excerpt from above in order of number of heavy atoms, largest number first:
SMILES,LAP4-GFP MLPCN,RPL19A-GFP yeast,AHR act,MEP2 TOR yeast,Yeast superoxide,AGP1-GFP MLPCN,Efflux pump inh,CIT2 TOR yeast
COc1ccc(CCN(C)C2CCCN(S(=O)(=O)c3ccc(C)cc3)C2)cc1OC (configuration not stated),98.5,107.3,-0.1,101.6,100.7,109.1,0.0,113.5
O=C(N/N=C/c1ccncc1)c1cc(Br)ccc1OCc1ccccc1,101.5,104.7,38.1,108.8,105.1,102.4,0.0,103.3
CCCCn1c(SCc2cccc([N+](=O)[O-])c2)nc2ccsc2c1=O,92.2,99.3,-0.2,95.5,88.0,98.7,-0.6,94.9
Cc1ccc2[nH]cc(CCNC(=O)Nc3ccccc3)c2c1,102.5,95.7,-6.6,102.9,115.7,96.4,0.0,98.5
Cc1ccccc1NC(=O)NC1CCCc2ccccc21 (configuration not stated),91.2,99.2,6.6,89.5,100.3,96.2,-1.3,98.1
CC1(C)C(=O)C2(CCCC2)C(=O)OC1c1ccco1 (configuration not stated),105.0,100.8,-3.5,106.2,96.8,103.9,0.0,105.7
